# influenza NS1A = H1N1 influenza NS1A inhibitors, functional cell based assay (AID 504329). NS1A functional cell-based assay, percent inhibition; higher % means a stronger effect. inhibition, % at 12.5 µM, or IC50 in µM where a hit was titrated. actives 0.3% (n = 340,000); in the data active means a potency from the dose series; inconclusive means inhibition above about 27% without an active follow-up result; further: strong numbers were not always called active
# M. tuberculosis = growth inhibition of non-replicating M. tuberculosis (AID 488890). Mycobacterium tuberculosis non-replicating, growth inhibition; higher % means a stronger effect. inhibition, % at 25 µM; hits with a dose series show IC50 in µM. actives 0.39% (n = 320,000); in the data active means a potency from the dose series; inconclusive means inhibition mostly from about 82% at the one dose, without a potency; inactive means the rest, 99 in 100 with inhibition below about 76%;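 further: plate controls were DMSO cells for no effect and high antibiotic wells for full effect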
# inhibitors of VEEV = inhibitors of VEEV TC-83 cytopathic effect, confirmation, Vero cells (AID 588727); actives 0.13% (n = 350,000); Vero cells, VEEV TC-83 cytopathic effect inhibition; higher % means a stronger effect; inhibition, % at 20 µM; hits with a dose series show IC50 in µM; in the data active means a potency from the dose series; inconclusive means inhibition mostly from about 14% at the one dose, without a potency; inactive means the rest, 99 in 100 with inhibition below about 12%; further: strong numbers were not always called active
# M. tuberculosis HTS = M. tuberculosis growth inhibition, HTS (AID 449762); actives 0.59% (n = 330,000); M. tuberculosis H37Rv growth inhibition, 7H9 media; higher % means a stronger effect; one-dose inhibition, % at 25 µM; IC50 in µM for titrated hits; in the data active means a potency from the dose series; inconclusive means inhibition above about 70% without an active follow-up result;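 further: bacterial growth assessed after seven days of incubation; strong numbers were not always called active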
# PhoP GFP inhibition = Inhibition of PhoP regulon, Salmonella typhi GFP reporter cells, confirmation, 4 h (AID 1850); Salmonella Typhi PhoP-promoter GFP reporter, fluorescence, 4 h; higher % means a stronger effect; inhibition, % at 50 µM; hits with a dose series show IC50 in µM; actives 0.33% (n = 310,000); in the data active means a potency from the dose series; inconclusive means inhibition mostly from about 25% at the one dose, without a potency; inactive means the rest, 99 in 100 with inhibition below about 19%;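 further: 0% = induced wells with vehicle and 100% = uninduced wells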
# inhibitors of VEEV 10K pilot screen = recorded beside inhibitors of VEEV, whose call it bears; inhibition, %; measured here: 10K pilot screen inhibition
# Active calls of the source: *; i = inactive; ? = inconclusive; / = no result given.
# Sample of the layout (2 entries):
SMILES,influenza NS1A,M. tuberculosis,inhibitors of VEEV,M. tuberculosis HTS,PhoP GFP inhibition,others
Nn1c(SCC(=O)Nc2cccnc2Cl)nnc1-c1ccccc1,6%,6%,3.0%,-1%,/,
CC1(C)CC(=O)c2cc(OCC(=O)O)ccc2O1,8%,7%,i,-5%,-9%,

# The list itself, repeating the preview:
SMILES,influenza NS1A,M. tuberculosis,inhibitors of VEEV,M. tuberculosis HTS,PhoP GFP inhibition,others
Nn1c(SCC(=O)Nc2cccnc2Cl)nnc1-c1ccccc1,6%,6%,3.0%,-1%,/,
CC1(C)CC(=O)c2cc(OCC(=O)O)ccc2O1,8%,7%,i,-5%,-9%,
CCOc1ccccc1NC(=O)c1cc(S(=O)(=O)N2CCOCC2)ccc1C,-10%,2%,7.9%,12%,-8%,
CCc1noc(C)c1C(=O)NNC(=O)c1ccccc1Cl,-5%,1%,i,-10%,/,
O=C(Nc1nnc(C2CC2)s1)C1Cc2ccccc2CN1S(=O)(=O)c1ccccc1F (stereo unspecified),-5%,72%,i,?,3%,
CCOC(=O)COc1cccc2c(=O)n(CC(=O)NCc3ccc4c(c3)OCO4)ccc12,5%,0%,i,-4%,6%,
CCOc1ccc(NC(=O)CSc2ccc3nnc(-c4ccccn4)n3n2)cc1,-3%,2%,1.3%,2%,2%,
Cc1ccc(-n2nnnc2SCC(=O)NNC(=O)c2ccco2)cc1C,-8%,18%,0.4%,-5%,-2%,
Cc1ccc(Nc2ccc3nonc3c2[N+](=O)[O-])cc1,9%,19%,0.3%,4%,-3%,
CCCn1ccnc1SC(C)C(=O)Nc1c(C)n(C)n(-c2ccccc2)c1=O (stereo unspecified),-15%,-5%,3.2%,0%,/,
CCOc1ccc(CCNC(=O)COc2cc(=O)n(C)c3ccccc23)cc1OCC,-9%,-14%,0.2%,-8%,-7%,
C=CCN(CC=C)C(=S)NC(=O)c1ccc(OC)cc1,-10%,?,0.1%,?,-13%,
CN1CCN(C(=O)/C(=C/c2ccco2)NC(=O)c2ccccc2)CC1,2%,-1%,0.4%,-3%,2%,
CNC(=S)NC1CC2CCCC(C1)N2CC(C)C (stereo unspecified),-3%,3%,0.8%,5%,-11%,
Cn1cnnc1SCC(=O)NC1CCCc2ccccc21 (stereo unspecified),-12%,-7%,0.2%,1%,9%,
COc1cc(C(=O)Nc2ccc3c(c2)OCCO3)ccc1-n1cnnn1,-6%,1%,i,-15%,-3%,
Cc1sc(NC(=O)CCl)c(C(=O)c2ccccc2)c1C,7%,?,1.3%,?,-4%,
CCOC(=O)CCCN1CC(O)=C(c2nc(-c3ccc(Cl)cc3)cs2)C1=N,-5%,28%,3.5%,4%,-9%,
CCN(c1cccc(C)c1)S(=O)(=O)c1ccc2c(c1)NC(=O)CS2,3%,18%,2.6%,6%,6%,
COc1ccc(NC(=O)c2cc(=O)[nH]c3ccccc23)cc1,-6%,-5%,0.6%,3%,-14%,

# Retrieved by compound from the list above, 5 records:
SMILES,influenza NS1A,M. tuberculosis,inhibitors of VEEV,M. tuberculosis HTS,PhoP GFP inhibition,others
O=C(Nc1nnc(C2CC2)s1)C1Cc2ccccc2CN1S(=O)(=O)c1ccccc1F (stereo unspecified),-5%,72%,i,?,3%,
CNC(=S)NC1CC2CCCC(C1)N2CC(C)C (stereo unspecified),-3%,3%,0.8%,5%,-11%,
Cc1sc(NC(=O)CCl)c(C(=O)c2ccccc2)c1C,7%,?,1.3%,?,-4%,
CCOC(=O)COc1cccc2c(=O)n(CC(=O)NCc3ccc4c(c3)OCO4)ccc12,5%,0%,i,-4%,6%,
CCc1noc(C)c1C(=O)NNC(=O)c1ccccc1Cl,-5%,1%,i,-10%,/,

# (list continues)
SMILES,influenza NS1A,M. tuberculosis,inhibitors of VEEV,M. tuberculosis HTS,PhoP GFP inhibition,others
CC(=O)c1cccc(NC(=O)CCCOc2ccc(C)cc2)c1,-3%,66%,i,49%,-1%,
N#CCCn1cc(C(CC(=O)c2ccc(Br)cc2)C(=O)O)c2ccccc21 (stereo unspecified),0%,/,0.9%,2%,-6%,
Cc1cc(O)c(C(=O)/C=C/c2ccc(Cl)cc2)c(=O)o1,-3%,?,>25µM*,?,-3%,
Cc1cc(NC(=O)C2Oc3ccccc3OC2C)no1 (stereo unspecified),-10%,16%,0.6%,-7%,-3%,
CC(Cc1cccs1)NC(=O)Nc1cccc(Cl)c1 (stereo unspecified),3%,/,5.2%,0%,3%,
CCN(CC)C(=O)CN(C#N)c1nc(NC(C)C)nc(NC(C)C)n1,-7%,-4%,1.3%,-26%,-9%,
Cc1ccc(Nc2nc(-c3ccc(S(=O)(=O)N4CCOCC4)cc3)cs2)cc1Cl,2%,-1%,?,17%,1%,
NNC(=O)c1c[nH]c2ccc(OCc3ccccc3)cc12,2%,7%,0.3%,-1%,2%,
CC(C)CN(C(=O)CN(C)C(=O)Cc1ccc(Cl)cc1)c1c(N)n(CC(C)C)c(=O)[nH]c1=O,-12%,19%,4.1%,-8%,5%,
COC(=O)c1ccc(Cn2nnc3c(=O)[nH]c(C4CCN(S(=O)(=O)c5cc(C)ccc5C)CC4)nc32)cc1,0%,20%,2.8%,?,6%,
CCOc1ccc(CSC(=N)N)cc1[N+](=O)[O-],-1%,19%,9.4%,1%,0%,
CCc1cccc(NC(=O)CCc2nc3sc4c(c3c(=O)[nH]2)CCCC4)c1,-3%,7%,5.5%,29%,0%,
CCOCC(=O)NC1CCSC1=O (stereo unspecified),6%,-6%,i,0%,3%,inhibitors of VEEV 10K pilot screen=0.1
CC(C)(c1ccc(O)cc1)c1ccc(O)cc1,-3%,4%,1.8%,7%,-11%,
Cc1oc(-c2ccccc2F)nc1CS(=O)(=O)CC(=O)NCc1ccccc1Cl,5%,18%,0.7%,1%,-7%,inhibitors of VEEV 10K pilot screen=0.0
O=C(NC(=O)c1ccc(C(F)(F)F)cc1)Nc1ccc(-c2cnco2)cc1,-1%,62%,1.1%,?,1%,
COc1ccc(S(=O)(=O)N2CCC(C(=O)NCCC(=O)Nc3nccs3)CC2)cc1,2%,-13%,0.5%,3%,-13%,
COc1nc(NC23CC4CC(CC(C4)C2)C3)nc(OC)n1,-3%,6%,5.5%,1%,0%,
Cc1ccc[n+](Cc2ccc([N+](=O)[O-])cc2)c1,-3%,0%,0.5%,-3%,-2%,
COc1ccc(N2CCN(C(=O)c3oc4c(c3C)C(=O)CCC4)CC2)cc1,7%,-6%,12%,8%,5%,
O=C(Nc1ccc(NC(=O)c2cc([N+](=O)[O-])ccc2N2CCOCC2)cc1)c1cccs1,8%,14%,3.4%,-1%,16%,
N#CC1=C(N)Oc2ccc3ccccc3c2C1c1cccnc1 (stereo unspecified),-6%,/,5.9%,/,/,
Cc1[nH]c2ccccc2c1CCNC(=O)c1ccc2c(c1[N+](=O)[O-])C(=O)c1ccccc1C2=O,2%,6%,9.3%,?,0%,
CSCCC(CO)NC(=O)OCc1ccccc1 (stereo unspecified),1%,5%,0.4%,5%,-10%,
Nc1ccnn1Cc1cccs1,3%,2%,0.6%,3%,9%,
Cc1cc(NC(C)C)n2c(nc3ccccc32)c1C#N,2%,45%,0.4%,5%,-1%,
Cc1ccc(NC(=O)CCS(=O)(=O)c2ccccc2)cc1S(=O)(=O)N1CCOCC1,-6%,3%,0.3%,4%,-2%,
Cc1cc(C)n2c(SCc3nnc(-c4cccs4)o3)nnc2n1,-2%,-20%,i,-4%,7%,
Cc1ccc(OCCn2c(=S)[nH]c3c(N)ncnc32)cc1,1%,-3%,2.2%,3%,-1%,
O=C(COC(=O)Cc1n[nH]c(=O)c2ccccc12)Nc1c(Br)cc([N+](=O)[O-])cc1Br,0%,/,0.2%,/,/,
c1ccc(C[C@H]2CN=C(Nc3ccccc3)N2CCCC2CCCC2)cc1,-5%,69%,i,31µM*,-3%,
O=C(O)c1cccc(N2C(=O)c3cccc4c(Cl)ccc(c34)C2=O)c1,-17%,-18%,2.9%,1%,1%,
CC(=O)Nc1ccc([As](=O)(O)c2ccc([N+](=O)[O-])cc2)cc1,-5%,-10%,1.3%,-9%,8%,
COc1ccc(NC(=O)C/C(C)=N/NC(=O)c2cccs2)c([N+](=O)[O-])c1,-1%,?,i,?,2%,
CCNC(=S)Nc1ccccc1-c1ccccc1,0%,34%,0.8%,-8%,-3%,
CCC(C)Nc1nc2c(c(=O)n(C)c(=O)n2C)n1C (stereo unspecified),13%,2%,i,0%,8%,
Cn1ccnc1C(O)(c1ccccc1)c1ccccc1,-4%,5%,2.8%,-8%,3%,
COc1cccc(-c2nnc(NC(=O)c3cccc(F)c3)o2)c1,-20%,i,?,?,/,
C[C@@H]1C=C(C(=O)NCc2nc3ccccc3[nH]2)O[C@H](OCCCCO)C1,0%,4%,0.5%,-4%,-17%,
CCO[C@@H]1OC(C(=O)N2CCN(Cc3ccc4c(c3)OCO4)CC2)=C[C@H](c2ccc(Br)cc2)[C@H]1CCCO,5%,18%,0.8%,44%,6%,

# 3 entries already listed, sorted by SMILES length, low to high.
SMILES,influenza NS1A,M. tuberculosis,inhibitors of VEEV,M. tuberculosis HTS,PhoP GFP inhibition,others
COc1cccc(-c2nnc(NC(=O)c3cccc(F)c3)o2)c1,-20%,i,?,?,/,
Cc1ccc(NC(=O)CCS(=O)(=O)c2ccccc2)cc1S(=O)(=O)N1CCOCC1,-6%,3%,0.3%,4%,-2%,
O=C(COC(=O)Cc1n[nH]c(=O)c2ccccc12)Nc1c(Br)cc([N+](=O)[O-])cc1Br,0%,/,0.2%,/,/,

# Next part.
SMILES,influenza NS1A,M. tuberculosis,inhibitors of VEEV,M. tuberculosis HTS,PhoP GFP inhibition,others
Cc1cc(C)nc(Nc2n[nH]c(COc3ccc4ccccc4c3)n2)n1,0%,2%,3.5%,4%,8%,
CCOc1ccc(OCC)c(NC(=O)C2CCCN(c3nc(C)cc(C)n3)C2)c1 (stereo unspecified),3%,4%,i,-1%,7%,
CN1CCN(Cc2cn(C)c3ccccc23)CC1CCO (stereo unspecified),2%,-3%,i,-6%,-2%,
Cc1ccc(-c2ccc(S(=O)(=O)Nc3cccnc3)cc2)cc1,6%,-10%,i,3%,7%,
CCOc1ccc(Nc2nc(Cc3nnc(SCC(=O)c4ccc(C)cc4)o3)cs2)cc1,6%,-3%,2.1%,6%,-7%,
Cc1cc2cc(C(=O)N3CCc4c([nH]c5ccccc45)C3c3ccccn3)ccc2o1 (stereo unspecified),7%,27%,0.8%,10%,2%,
Cc1ccc(C(=O)NNC(=O)C2CSC3(C)CCC(=O)N23)cc1 (stereo unspecified),-6%,-10%,3.3%,-4%,8%,
Cc1ccc(S(=O)(=O)CCC(=O)OCC(=O)N2CC(=O)Nc3ccccc32)cc1,4%,8%,i,-16%,-3%,inhibitors of VEEV 10K pilot screen=0.3
C=CCNc1nc2c(c(=O)[nH]c(=O)n2C)n1Cc1cccc(C)c1,-14%,/,0.2%,/,/,
CN1C(=O)C(C)(C)c2cc(S(=O)(=O)NCC3CCC(C(=O)NCc4ccc(F)cc4)CC3)ccc21 (stereo unspecified),-13%,29%,1.2%,0%,-4%,
Cc1ccc(NC(=O)c2cc(S(=O)(=O)N3CCOCC3)cn2C)c(C)c1,4%,-14%,0.7%,-5%,8%,
O=C(C1=NN[C@@H]2C(=O)N(c3cccc(C(F)(F)F)c3)C(=O)[C@H]12)C(c1ccccc1)c1ccccc1,-2%,73%,2.5%,6%,-5%,
CCCCN(C(=O)Nc1ccccc1)C1CCS(=O)(=O)C1 (stereo unspecified),-11%,14%,i,-1%,/,
O=C(Cc1ccccc1[N+](=O)[O-])OCC(=O)N1CCN(c2ccccc2)CC1,-1%,2%,1.1%,2%,1%,
Cc1ccc(NS(=O)(=O)c2ccc(OCC(=O)NCc3ccco3)cc2)cc1,1%,2%,7.2%,5%,11%,
CCOC(=O)C1CCCN(C(=O)c2cc3cc(Br)ccc3oc2=O)C1 (stereo unspecified),0%,-19%,0.6%,5%,2%,
CC1CN2C(c3ccc(Cl)cc3)=CSC2=N1 (stereo unspecified),2%,-5%,0.5%,0%,-3%,
COc1ccc(CCN2CC(C(=O)NCc3cccc4[nH]ccc34)CCC2=O)cc1 (stereo unspecified),-12%,11%,7.4%,-11%,-13%,
Cc1cc(=O)oc2c1c(C)nn2-c1nn[nH]n1,9%,15%,1.9%,-1%,-18%,
COCC(=O)NNC(=O)c1ccccc1OC,-4%,15%,0.3%,7%,-3%,
CCOc1cc(-c2cc(-c3ccc(C)cc3)nc(N)c2C#N)ccc1O,2%,30%,3.5%,65%,6%,
COc1cccc(NC(=O)CSc2nn3c(=O)c(C)nnc3s2)c1,11µM*,-17%,1.2%,2%,-5%,
COc1ccc(OC)c(NC(=O)C2CCCCC2C(=O)O)c1 (stereo unspecified),-1%,0%,0.0%,8%,15%,
